# Bioassay records (PubChem BioAssay)
# PAFAH1B2 inh: blocks human PAF acetylhydrolase 1b catalytic subunit 2 | hit rate 1.2% among 340,000 | P68402 | inhibition, % at 3.39 µM | recombinant PAFAH1B2, FP-rhodamine activity probe, fluorescence polarization | AID 492953;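 active = inhibition above the mean of all tested compounds plus 3 SD, cut at about 24% in these data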;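 also: 0% = enzyme with DMSO and 100% = wells lacking PAFAH1B2; many of its hits are not listed in these tables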
# GSTO1 counter: blocks human GSTO1 in RBBP9 counter-screen. hit rate 1.1% among 300,000. inhibition, % at 5.96 µM. P78417. AID 1974. recombinant GSTO1, activity-based probe fluorescence polarization;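 active = inhibition above the campaign mean inhibition plus 3 SD, cut at about 35% in these data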;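 also: 0% = GSTO1-1 with DMSO and 100% = wells lacking GSTO1-1 enzyme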
# PAFAH2 inh: inhibitors of human PAFAH2 | Q99487 | hit rate 0.99% among 340,000 | AID 492956 | recombinant PAFAH2, FP-rhodamine activity probe, fluorescence polarization | inhibition, % at 3.39 µM;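 active = inhibition above the mean over all tested compounds plus 3 SD, cut at about 30% in these data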;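 also: inhibitors block probe labeling of enzyme so polarization drops; 0% = enzyme with DMSO and 100% = wells lacking PAFAH2 protein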
# pPAFAH inh: pPAFAH (human) enzyme inhibition; recombinant pPAFAH, FP-rhodamine probe fluorescence polarization; inhibition, % at 3.39 µM; hit rate 1.5% among 330,000; AID 463082;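 active = inhibition above the mean inhibition across the screen plus 3 SD, cut at about 25% in these data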;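 also: inhibitors block binding of the rhodamine activity-based probe so polarization drops; 0% = enzyme with DMSO and 100% = wells lacking pPAFAH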
# PAFAH1B3 FP inh: inhibitors of human PAFAH1B3; recombinant PAFAH1B3, FP-rhodamine probe, fluorescence polarization; inhibition, % at 3.39 µM; hit rate 0.28% among 340,000; AID 492972;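 active = inhibition above the screen-wide average of all tested compounds plus 3 SD, cut at about 25% in these data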;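 also: 0% = enzyme with DMSO only and 100% = wells lacking PAFAH1B3 protein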
# LYPLA1 counter: blocks human lysophospholipase 1, a PME1 counter-screen; O75608; AID 2174; recombinant LYPLA1, FP-Rh probe fluorescence polarization; hit rate 0.16% among 320,000; inhibition, % at 5.9 µM;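 active = inhibition above the mean of all tested compounds plus 3 SD, set per campaign, cut at about 14% in these data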;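 also: inhibitors block serine hydrolase probe labeling of LYPLA1 so polarization falls; 0% = enzyme with DMSO and 100% = wells lacking LYPLA1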
# PREPL inh: inhibits the human prolyl oligopeptidase-like enzyme | hit rate 0.68% among 320,000 | Q4J6C6 | inhibition, % at 5.96 µM | AID 2751 | recombinant PREPL, fluorescence polarization activity-based probe; in the data active = inhibition above about 43%;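 also: 0% = enzyme with DMSO and 100% = wells lacking enzyme; many of its hits are not listed in these tables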
# LYPLA2 counter: blocks human lysophospholipase 2, a PME1 counter-screen; hit rate 0.38% among 320,000; recombinant LYPLA2, FP-Rh probe fluorescence polarization; inhibition, % at 5.9 µM;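 active = inhibition above the screen-wide mean plus 3 SD, limit set per campaign, cut at about 26% in these data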;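 also: 0% = LYPLA2 with DMSO and 100% = wells lacking LYPLA2 enzyme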
# Target sequence (O95372 whole entry, looked up): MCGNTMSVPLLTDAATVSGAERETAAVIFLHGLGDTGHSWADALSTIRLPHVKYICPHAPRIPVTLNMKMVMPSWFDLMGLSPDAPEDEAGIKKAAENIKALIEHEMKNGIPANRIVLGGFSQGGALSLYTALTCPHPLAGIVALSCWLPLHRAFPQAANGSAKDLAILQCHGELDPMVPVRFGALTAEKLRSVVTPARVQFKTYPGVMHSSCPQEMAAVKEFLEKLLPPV
# PAD4 FP inh: blocks human protein arginine deiminase 4; Q9UM07; hit rate 0.41% among 330,000; recombinant PAD4, RCA probe fluorescence polarization; AID 485272; inhibition, % at 6.36 µM;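 active = percent inhibition above a cutoff equal to the mean of all tested compounds plus 3 SD, cut at about 15% in these data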;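 also: 0% = PAD4 with RCA probe and DMSO and 100% = probe without PAD4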
# Target sequence (Q9UM07 whole entry, looked up): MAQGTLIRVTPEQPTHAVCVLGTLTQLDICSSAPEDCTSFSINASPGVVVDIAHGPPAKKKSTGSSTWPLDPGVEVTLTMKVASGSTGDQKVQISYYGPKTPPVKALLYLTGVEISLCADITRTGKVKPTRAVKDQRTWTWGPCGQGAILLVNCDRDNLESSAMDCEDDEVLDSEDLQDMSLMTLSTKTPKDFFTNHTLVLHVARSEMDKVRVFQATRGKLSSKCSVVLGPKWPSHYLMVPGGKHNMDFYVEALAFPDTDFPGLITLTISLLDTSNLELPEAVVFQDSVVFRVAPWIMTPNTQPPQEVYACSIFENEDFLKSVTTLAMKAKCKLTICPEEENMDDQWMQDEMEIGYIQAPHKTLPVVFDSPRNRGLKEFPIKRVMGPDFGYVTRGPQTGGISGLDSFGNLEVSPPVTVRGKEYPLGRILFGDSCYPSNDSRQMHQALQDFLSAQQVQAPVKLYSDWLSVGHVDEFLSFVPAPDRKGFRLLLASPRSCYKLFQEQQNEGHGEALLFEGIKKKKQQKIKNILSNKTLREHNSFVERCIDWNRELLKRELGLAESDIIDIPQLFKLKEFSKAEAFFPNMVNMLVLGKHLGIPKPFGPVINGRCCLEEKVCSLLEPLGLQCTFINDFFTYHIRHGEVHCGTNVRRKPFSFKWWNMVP
# * = called active by the depositor; x = not tested or not shown; & = joins results of further samples. Not all compounds are listed. The share of hits here may be higher or lower than overall.
cpd	Structure	PAFAH1B2 inh	GSTO1 counter	PAFAH2 inh	pPAFAH inh	PAFAH1B3 FP inh
1	CC(NS(=O)(=O)c1ccc2ccccc2c1)c1ccccn1 (stereo unspecified)	7	x	1	2	0
2	Nc1nc2c(s1)CCc1ccccc1-2	10	6	4	1	8
3	COC(=O)Cc1c(CSc2ccccc2)oc2ccc(O)c(CN(C)C)c12	23	7	-1	5	-8
4	COc1ccc([N+](=O)[O-])cc1-c1[nH]c(-c2ccc(C(=O)O)cc2)nc1-c1ccccc1	2	-31	3	17	6
5	O=C(CSc1nccc(=O)[nH]1)N1CCN(c2ccccc2)CC1	5	6	2	-1	0
6	O=C(/C=C/Nc1ccc(Oc2ccccc2)cc1)c1ccco1	3	0	8	13	10
7	CC(C)Oc1c(Cl)cc(CNC(C)(C)CO)cc1Cl	1	5	10	8	15
8	COc1ccc(CNC(=O)Cn2c(=O)n(CCC(=O)N3CCCCC3)c(=O)c3sccc32)cc1	5	16	-6	-3	3
9	O=[N+]([O-])c1ccc(N2CCN(c3ccc([N+](=O)[O-])cc3CO)CC2)c(CO)c1	0	-5	-1	7	1
10	CS(=O)(=O)c1ccc2nc(NC(=O)c3ccc(Cn4cc(Br)cn4)o3)sc2c1	-4	-17	-8	6	-5
11	Cc1cc(=O)n2[nH]nnc2n1	2	-6	0	3	2
12	Cc1ccc(CNC(=O)COC(=O)Cc2ccc(-c3ccccc3)cc2)cc1	4	0	-9	-2	4
13	CCC(=O)Nc1ccccc1C(=O)C(=O)Nc1ccccc1	-1	5	12	-2	2
14	Cc1sc2nc(C3CC3)nc(SCC(=O)N3CC(=O)Nc4ccccc43)c2c1C	-5	4	9	4	2
15	Cc1noc(C)c1S(=O)(=O)N1CCC(C(=O)O)CC1	4	x	3	0	5

cpd	LYPLA1 counter	PREPL inh	LYPLA2 counter	PAD4 FP inh
1	x	-1	x	1
2	7	-4	13	-4
3	0	2	-5	-1
4	-7	3	-1	1
5	0	11	0	-1
6	0	22	14	-3
7	4	-30	10	-1
8	1	4	-3	0
9	4	37	27*	3
10	-7	-22	3	0
11	-1	-3	-1	-7
12	-1	-17	-10	-8
13	-1	1	4	20*
14	-1	1	3	0
15	0	0	2	2

# Next section.
cpd	Structure	PAFAH1B2 inh	GSTO1 counter	PAFAH2 inh	pPAFAH inh	PAFAH1B3 FP inh
16	Cc1oc(-c2ccccc2)cc1C(N)=O	-5	0	-3	1	3
17	CC(=O)c1ccc(OCC(O)CN2CCC(C)CC2)cc1 (stereo unspecified)	1	1	-3	4	10
18	Cc1cccc(NC(=O)CSCc2cc(=O)n3nc(C4CC4)sc3n2)c1	-3	1	-2	4	8
19	O=C1C(=O)N(CCN2CCOCC2)C(c2ccc([N+](=O)[O-])cc2)/C1=C(/O)c1ccc2c(c1)OCO2 (stereo unspecified)	-4	0	-1	0	-4
20	CC(C)CCn1c(CN2CCN(Cc3ccccc3)CC2)nc2c1c(=O)[nH]c(=O)n2C	3	-2	-4	-3	2
21	OC(CSc1c(Cl)cccc1Cl)CN1CCN(c2ccccc2F)CC1 (stereo unspecified)	5	-2	8	1	1
22	CC(C)C1S/C(=N/N=C/c2ccco2)NC1=O (stereo unspecified)	-3	34	10	-9	2
23	CCCCN(CC)C(=O)c1cc2cc3ccc(OC)cc3nc2o1	-2	4	10	6	-7
24	CC(C)(C)NC(=O)C(OC(=O)c1cccs1)c1ccc(C#N)cc1 (stereo unspecified)	2	7	4	2	-1
25	CCn1nc(C)c(/C=N/NC(=O)Cn2nnnc2N)c1C	x	-1	x	-2	x
26	Cc1ccc(C)c(S(=O)(=O)N(C)C2CCS(=O)(=O)C2)c1 (stereo unspecified)	3	4	2	1	7
27	CC(C)c1ccc(N(C(=O)c2csnn2)C(C(=O)NC(C)(C)C)c2cccnc2)cc1 (stereo unspecified)	-1	6	3	2	-1
28	COc1cc(OC)c(C(=O)N(CCc2ccccc2)Cc2ccccc2)cc1OC	5	3	3	4	4
29	NS(=O)(=O)c1ccc(CNC(=S)NC2CCCCC2)cc1	-2	5	0	-7	-3
30	O=C(Nc1ccccc1)c1ccc2c(c1)CCN2S(=O)(=O)c1ccccc1	0	-8	-3	-4	-4

cpd	LYPLA1 counter	PREPL inh	LYPLA2 counter	PAD4 FP inh
16	-1	-1	2	-13
17	0	-3	1	-1
18	0	5	6	-1
19	-2	15	-5	1
20	0	-9	-4	3
21	0	-13	1	-3
22	2	2	0	-8
23	-6	0	-3	5
24	2	0	3	-2
25	2	9	9	0
26	0	-4	-4	4
27	-1	0	4	0
28	2	10	8	2
29	-6	-2	-3	-7
30	-14	-12	-41	-2

# (list continues)
cpd	Structure	PAFAH1B2 inh	GSTO1 counter	PAFAH2 inh	pPAFAH inh	PAFAH1B3 FP inh
31	Cc1ccc(CN2C(=O)CCC2C(=O)NCc2ccccc2Cl)cc1 (stereo unspecified)	3	6	-3	2	-2
32	O=C(COc1ccc(Cl)cc1)N1CCN(S(=O)(=O)c2ccc(Cl)cc2)CC1	9	6	3	5	0
33	CCCN(CC(=O)Nc1ccccc1C)C(=O)c1ccc(N2CCOCC2)c([N+](=O)[O-])c1	1	7	5	-3	7
34	Cc1cc(C(F)F)n2ncc(C(=O)NCCc3ccccc3Cl)c2n1	3	-4	-1	-2	8
35	O=C(COc1ccc([N+](=O)[O-])cc1Cl)Nc1ccc2[nH]c(=O)[nH]c2c1	4	x	-2	9	4
36	CCOC(=O)C(C)Sc1nc(-c2ccco2)cc(C(F)(F)F)c1C#N (stereo unspecified)	5	-24	-19	-2	-1
37	O=C(O)c1cc(-c2ccc(Cl)s2)nc2ccccc12	2	-14	2	1	3
38	Cc1ccc2oc(C(=O)N(Cc3ccncc3)CC3CCCO3)c(C)c2c1 (stereo unspecified)	6	2	4	-2	2
39	Cc1ccc(S(=O)(=O)Nc2cccc(C(=O)NCC(c3ccc(F)cc3)N3CCOCC3)c2)cc1 (stereo unspecified)	16	x	0	-1	5
40	COc1ccc(C(=O)NCC(=O)N2CCN(C(=O)c3ccco3)CC2)cc1[N+](=O)[O-]	6	x	-8	1	-1
41	NC(=O)CSc1oc(-c2ccc(F)cc2)nc1S(=O)(=O)c1ccccc1	-3	-1	-4	2	-3
42	Cc1onc(-c2ccccc2Cl)c1C(=O)Nc1sc2c(c1C(N)=O)CCC(C)C2 (stereo unspecified)	5	-3	-13	3	1
43	N#CC(=C=[N-])c1nc2ccccc2nc1-[n+]1ccccc1	8&6	64*	-3&-8	4&8	11&0
44	CCn1c(SCc2nc3ccccc3c(=O)[nH]2)nnc1C(C)NC(=O)c1ccccc1F (stereo unspecified)	11	-3	2	4	0
45	Cc1csc(NC(=O)c2cccs2)n1	2	5	2	3	2

cpd	LYPLA1 counter	PREPL inh	LYPLA2 counter	PAD4 FP inh
31	-1	0	-7	0
32	-1	-15	-1	1
33	-2	0	-4	-6
34	1	6	-2	-2
35	x	28	x	-4
36	-3	-2	6	-18
37	-3	1	-1	-4
38	0	4	3	6
39	x	5	x	-2
40	x	9	x	-1
41	0	-5	5	-3
42	-9	6	-11	-5
43	1&-1	-4&9	6&2	-4&3
44	0	0	-6	-4
45	-1	-1	1	2

# Entries of single compounds from above. Order of screens: PAFAH1B2 inh | GSTO1 counter | PAFAH2 inh | pPAFAH inh | PAFAH1B3 FP inh | LYPLA1 counter | PREPL inh | LYPLA2 counter | PAD4 FP inh
# O=C(COc1ccc([N+](=O)[O-])cc1Cl)Nc1ccc2[nH]c(=O)[nH]c2c1 is listed as 4 | x | -2 | 9 | 4 | x | 28 | x | -4
# NC(=O)CSc1oc(-c2ccc(F)cc2)nc1S(=O)(=O)c1ccccc1 is listed as -3 | -1 | -4 | 2 | -3 | 0 | -5 | 5 | -3
# O=C(COc1ccc(Cl)cc1)N1CCN(S(=O)(=O)c2ccc(Cl)cc2)CC1 is listed as 9 | 6 | 3 | 5 | 0 | -1 | -15 | -1 | 1
# Cc1cc(C(F)F)n2ncc(C(=O)NCCc3ccccc3Cl)c2n1 is listed as 3 | -4 | -1 | -2 | 8 | 1 | 6 | -2 | -2
# Cc1ccc(CN2C(=O)CCC2C(=O)NCc2ccccc2Cl)cc1 (stereo unspecified) is listed as 3 | 6 | -3 | 2 | -2 | -1 | 0 | -7 | 0

# More results
cpd	Structure	PAFAH1B2 inh	GSTO1 counter	PAFAH2 inh	pPAFAH inh	PAFAH1B3 FP inh
46	CCC(C)(C(=O)NC1CCCC1)N(Cc1ccco1)C(=O)c1ccc2c(c1)OCO2 (stereo unspecified)	-1	2	-1	9	1
47	CC1CCN(CCOc2cccc(Br)c2)CC1	5	-3	-4	-1	-2
48	O=C1CSc2ccc(C(=O)NCCC3=CCCCC3)cc2N1	6	-8	0	-1	-2
49	Cc1cc(C(=O)Nc2ccc3c(c2)OCCO3)co1	6	3	0	-1	6
50	NC(=O)CC(NC(=O)c1ccc(Br)cc1)c1ccc(NC2CCCCC2)c([N+](=O)[O-])c1 (stereo unspecified)	5	-3	0	-1	0
51	CC1CCCC(C)N1C(=O)COC(=O)CNC(=O)c1ccccc1F (stereo unspecified)	4	x	-1	1	-3
52	CCCCCNC(=O)CC1Nc2c3ccccc3nc(=S)n2C1=O (stereo unspecified)	6	0	3	6	-1
53	O=C(C1CC(=O)N(c2ccccc2)C1)N1CCC(c2nc3ccccc3[nH]2)CC1 (stereo unspecified)	0	-7	5	8	1
54	CCCCn1c(=S)[nH]c2ccccc2c1=O	6	0	0	0	-3
55	O=C(O)c1cccc2c1-c1ccccc1/C2=N\Nc1ccccc1	9	7	22	19	0
56	CC(C)(C)NC(=O)c1ccc(COc2ccccc2Br)o1	-1	8	0	-3	9
57	CCCN1CCC(NC(=O)CC2C(=O)NCCN2Cc2cccc(OC)c2)CC1 (stereo unspecified)	-6	-2	-7	-2	-2
58	O=S(=O)(c1ccc(F)cc1)N1CCCC1	4	1	8	-7	5
59	CCS(=O)(=O)Nc1ccc(C2=NN(C(=O)c3ccco3)C(c3cccs3)C2)cc1 (stereo unspecified)	1	4	-2	8	4
60	CNC(=O)C(=O)NCC1OCCCN1S(=O)(=O)c1ccc(F)cc1C (stereo unspecified)	-1	5	-4	5	3
61	O=C(NCCc1ccccc1)c1cnc2ccccn2c1=O	-3	4	3	1	6
62	O=C(CSc1nnc(-c2cccnc2)s1)Nc1ccccc1	-2	-1	11	1	4
63	COc1cc(C)ccc1OCC(=O)OCC(=O)NCC1CCCCC1	4	x	-2	5	10

cpd	LYPLA1 counter	PREPL inh	LYPLA2 counter	PAD4 FP inh
46	0	-1	7	1
47	-3	-3	-6	-4
48	-1	3	-1	0
49	1	5	1	-1
50	-5	0	-6	4
51	-2	7	0	-2
52	3	-9	10	1
53	7	-4	6	6
54	5	-2	1	-4
55	2	17	3	3
56	0	31	8	7
57	-3	14	-4	1
58	-3	4	1	8
59	-6	-8	-9	-5
60	3	-1	10	2
61	2	13	5	0
62	-1	-7	-7	4
63	x	7	x	-2
